# Compound activity (PubChem BioAssay)
# Anesthetic bind – binds horse apoferritin like a general anesthetic; P02791; AID 485281; Potency, µM (doses to about 77.5 µM), inactives show top-dose activity change, negative = displacement, hits mostly inhibitors; apoferritin/1-aminoanthracene competitive binding, fluorescence; 0.074% of 350,000 active; also: potency is read from the fitted curve at half-maximal effect; % is scaled to controls: 0 for no effect and ±100 for the full control effect; nearly all actives have a fitted effect of over 20% in size
# Target sequence (P02791 2-175 limits assumed): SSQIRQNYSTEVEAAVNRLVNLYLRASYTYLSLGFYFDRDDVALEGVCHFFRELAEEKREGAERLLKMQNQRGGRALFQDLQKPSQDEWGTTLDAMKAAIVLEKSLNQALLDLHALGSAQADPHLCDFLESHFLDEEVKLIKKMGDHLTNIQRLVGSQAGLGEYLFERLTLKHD
#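 10 uM apoferritin + 50% sat. 1-AMA, PBS; cpd 10 min RT; Ex380/Em535 endpoint; normalized to free probe vs complex; 4-param Hill fit; propofol titration as pos. ctrl.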
# BLM helicase inh – blocks DNA unwinding by human BLM helicase | P54132 | recombinant BLM DNA unwinding, fluorescence dequenching | Potency, µM (series often up to 56.1 µM), for the others: at the top dose activity change, negative = inhibition, hits mostly inhibitors | 0.2% of 350,000 active | AID 2528;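 also: potency is read from the fitted curve at half-maximal effect; plate controls were vehicle for no effect and no enzyme for full effect; nearly all actives have a fitted effect of over 35% in size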
# Pol beta inh – inhibitors of human DNA polymerase beta; Pol beta primer extension/strand displacement, fluorescence kinetic; Potency, µM (series often up to 114 µM), for the others: at the highest dose activity change, negative = inhibition, actives largely listed as inhibitors; 1.3% of 340,000 active; also: potency is read from the fitted curve at half-maximal effect; % is scaled to controls: 0 for no effect and ±100 for the full control effect
#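 Reaction started by 50 nM substrate onto compound-treated Pol beta (10 nM, 15 min preincubation, room temperature); plates read at 0 min and 10 min. Normalized concentration-effect data fitted by four-parameter Hill equation.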
# POLI inh – DNA polymerase iota (human) inhibition. Q9UNA4. Pol iota fluorescent replication assay, 10 min. Potency, µM (doses to about 115 µM), for inactives: top-dose activity, negative = inhibition, actives largely listed as inhibitors. 1% of 390,000 active. AID 588590; also: potency is read from the fitted curve at half-maximal effect
#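 Pol iota at 10 nM preincubated 15 min with compounds at room temperature; reaction started with fluorescent substrate, 50 nM final. Fluorescence read kinetically at 0 and 10 min; buffer-only wells as negative control.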
# APEX1 inh – inhibitors of human APE1 endonuclease; P27695; recombinant APE1, TAMRA/BHQ-2 abasic DNA cleavage fluorescence; Potency, µM (series often up to 65.8 µM), for inactives: at the highest dose activity change, negative = inhibition, most hits filed as inhibitors; 0.35% of 350,000 active;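 also: potency is read from the fitted curve at half-maximal effect; plate controls were vehicle for no effect and reference inhibitor for full effect; nearly all actives have a fitted effect of over 55% in size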
# Target sequence (P27695 whole entry, looked up): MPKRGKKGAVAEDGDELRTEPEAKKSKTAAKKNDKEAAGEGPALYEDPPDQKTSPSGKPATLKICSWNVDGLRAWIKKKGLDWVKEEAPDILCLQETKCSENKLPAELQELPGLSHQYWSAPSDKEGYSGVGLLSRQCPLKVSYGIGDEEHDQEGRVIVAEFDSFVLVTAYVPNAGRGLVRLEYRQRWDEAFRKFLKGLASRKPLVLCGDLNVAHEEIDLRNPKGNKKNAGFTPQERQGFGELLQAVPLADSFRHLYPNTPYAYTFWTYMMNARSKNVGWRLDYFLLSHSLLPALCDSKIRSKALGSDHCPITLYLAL
#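 0.75 nM APE1 + cpd, 15 min RT; start w/ 50 nM TAMRA/BHQ-2 THF-abasic dsDNA; kinetic fluor 525/598 nm ×3 reads @60 s; Δ(read3−read1); normalized to DMSO and NSC13755 control wells.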
# Pol eta inh – DNA polymerase eta (human) inhibition; recombinant Pol eta, fluorescent DNA replication assay; Potency, µM (highest dose often 114 µM), inactives show at the top dose activity change, negative = inhibition, hits mostly inhibitors; AID 588591; 1.2% of 390,000 active; also: potency is read from the fitted curve at half-maximal effect; % is scaled to controls: 0 for no effect and ±100 for the full control effect
#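 Pol eta (10 nM) was preincubated with compounds for 15 min at room temperature, after which fluorescent replication substrate (50 nM final) was added to start the reaction. Fluorescence was read kinetically at 0 and 10 min.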
# RXFP1 antag – RXFP1 (human) relaxin receptor antagonism | Q9HBX9 | HEK293-RXFP1, relaxin-stimulated cAMP HTRF, 30 min; stronger effect = lower value | activity change, negative = inhibition, % at 57.5 µM | 0.59% of 350,000 active | AID 1259400;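 active = activity change of -60% or lower, but not beyond a set lower limit; inconclusive = change between -60% and -40%, or beyond the set limit; inactive = change above -40%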; also: % is scaled to controls: 0 for no effect and ±100 for the full control effect
# Tb PGK inh – inhibitors of T. brucei phosphoglycerate kinase; AID 602233; PGK/GAPDH coupled, Kinase-Glo luminescence, 60 min; 0.043% of 380,000 active; Potency, µM (top dose mostly 57.5 µM), inactives show at the top dose activity change, negative = inhibition, usual class: inhibitors; P07378; also: potency is read from the fitted curve at half-maximal effect; % is scaled to controls: 0 for no effect and ±100 for the full control effect; nearly all actives have a fitted effect of over 60% in size
# Target sequence (P07378 whole entry, looked up): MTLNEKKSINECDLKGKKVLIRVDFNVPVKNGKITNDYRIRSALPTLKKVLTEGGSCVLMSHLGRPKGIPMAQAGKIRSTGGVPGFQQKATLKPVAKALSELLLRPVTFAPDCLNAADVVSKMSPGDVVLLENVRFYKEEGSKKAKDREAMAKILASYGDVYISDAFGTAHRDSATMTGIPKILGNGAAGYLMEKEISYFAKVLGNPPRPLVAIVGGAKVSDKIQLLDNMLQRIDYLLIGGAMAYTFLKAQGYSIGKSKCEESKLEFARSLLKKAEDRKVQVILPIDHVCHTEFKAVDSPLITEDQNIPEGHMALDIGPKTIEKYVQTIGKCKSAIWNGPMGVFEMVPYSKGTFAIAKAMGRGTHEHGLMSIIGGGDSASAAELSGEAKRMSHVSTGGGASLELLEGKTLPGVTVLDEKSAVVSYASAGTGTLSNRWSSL
#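 Luminescent ATP detection (Kinase-Glo Plus) follows a 60-minute room-temperature incubation, with wells lacking PGK as controls. Buffer: 100 mM TEA (pH 7.6), 5 mM MgCl2, 0.01% Tween-20. Coupling enzyme GAPDH (100 nM final) supplies unstable 1,3-BPG in-well.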
# Pol kappa inh – DNA polymerase kappa (human) inhibition. Potency, µM (series often up to 107 µM), for inactives: at the top dose activity, negative = inhibition, actives largely listed as inhibitors. purified Pol kappa, fluorescent DNA synthesis assay, 10 min. 0.53% of 400,000 active. Q9UBT6; also: potency is read from the fitted curve at half-maximal effect; % is scaled to controls: 0 for no effect and ±100 for the full control effect
#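 Readout: fluorescence, taken kinetically at 0 and 10 min. Conditions: 10 nM Pol kappa, 15 min RT compound preincubation, 50 nM substrate final. Controls: enzyme-free buffer wells.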
# * marks the source's active call; other numbers are inactive results; i = inactive; ? = inconclusive; / = not tested or not shown; & = joins results of further samples; [ ] = another dose, or the depositor's remark. Unless noted, calls follow the shape of the dose curve; as a rule, active = well fitted curve in the direction sought with a large enough effect; inconclusive = small, poorly fitted or top-dose-only effect, or another doubt; inactive = no such curve, though single readings can be large; an effect the other way counts as inactive or inconclusive. These rows are one share of the data (hit frequency here may not be typical).
No.	SMILES	Anesthetic bind	BLM helicase inh	Pol beta inh	POLI inh	APEX1 inh	Pol eta inh	RXFP1 antag	Tb PGK inh	Pol kappa inh
1	Cc1nnc(SC(C)C(=O)N(C)C2CCCCC2)n1N (stereo not drawn)	/	/	/	4%	1%	-3%	-3	9%	-16%
2	Nc1ccc(C(=O)OCC(=O)N2CCN(C(=O)c3ccco3)CC2)cc1[N+](=O)[O-]	-1%	4%	3%	15%	2%	-8%	/	i	8%
3	S=C(NCc1ccc(Cl)cc1)NC1CCCCC1	4%	-3%	-12%	-4%	-3%	-24%	8	-6%	-12%
4	Oc1ccc(-c2nncn2-c2ccccc2)cc1	-8%	-1%	1%	29%	0%	-13%	-2	-1%	8%
5	Cc1ccc2oc(=O)ccc2c1	/	/	/	19%	1%	-13%	/	i	16%
6	Cc1ccc(-c2nnn(CC(=O)Nc3cccc4c3CCCC4)n2)o1	?	-2%	17%	11%	11%	6%	3	-4%	-23%
7	Cn1ccsc1=NC(=O)c1ccc(OC(F)(F)F)cc1	-13%	-6%	2%	-12%	8%	-22%	14	-8%	4%
8	COc1ccc(C)cc1N(CC(=O)NC1CCCC1)C(=O)CCC(=O)Nc1nc(C)cs1	-13%	-9%	5%	128%[activator]	26%	-6%	1	4%	-7%
9	COc1ccc(C(=O)NNC(=S)NC(=O)c2ccc(Cl)cc2)cc1	/	/	/	72%[activator]	/	-14%	-14	0%	0%
10	CCc1ccc(NC(=O)NCCN2CCN(c3ccc(OC)cc3)CC2)cc1	-3%	-6%	-11%	27%	-15%	-5%	4	-2%	15%
11	CC(CCC(=O)Nc1nncs1)C(=O)O (stereo not drawn)	2%	0%	8%	1%	1%	-11%	-2	8%	3%
12	CN(C)c1nc(-c2ccccc2)nnc1C(F)(F)F	-19%	-1%	-10%	15%	-3%	-18%	-3	-1%	-6%
13	CCN(CC)S(=O)(=O)c1ccc(N2CCCCC2)c(NC(=O)c2ccncc2)c1	-23%	-1%	27%	170%[activator]	-2%	-11%	21	5%	-8%
14	CCCC(=O)NCCCc1nc2ccccc2n1CC	-6%	-3%	8%	-6%	-4%	-18%	-2	-4%	10%
15	Cc1nn(CC#N)c(=O)n1-c1ccc(C(C)C)cc1	-6%	-2%	-3%	71%[activator]	3%	-11%	-15	3%	-2%
16	CC(C(=O)N1CCCC1)N1CCN(S(=O)(=O)c2ccc(C(C)(C)C)cc2)CC1 (stereo not drawn)	/	/	/	-10%	-1%	-5%	-13	-2%	2%
17	CCOC(=O)[C@H]1[C@H]2COc3ccc(C)cc3[C@@H]2N2C(=O)[C@@H](CO)NC(=O)[C@@]12C	/	/	/	-27%	-4%	-6%	/	3%	-5%
18	Cc1cccc(CNC(=O)Cn2ccc3cc(S(=O)(=O)N4CCC(C)CC4)ccc32)c1	-8%	-4%	2%	?	/	-5%	-2	-4%	2%
19	CCOC(=O)N1CCC(NS(=O)(=O)c2ccc(C#N)cc2)CC1	-4%	1%	2%	20%[58.9 µM]	-3%	-13%	1	1%	-18%
20	CC(C)(C)c1ccccc1OCCN1CCCC1	-11%	4%	38%	44%[activator]	1%	-13%	4	-8%	2%
21	CC(C)CSc1nc2c(c(=O)[nH]c(=O)n2C)n1CC(O)COc1cccc2ccccc12 (stereo not drawn)	-20%	-2%	2%	12%	0%	-10%	-15	0%	-17%
22	COC(=O)CC1=C(C(=O)OC)[C@@H](c2ccccc2[N+](=O)[O-])C(C#N)=C(N)O1	6%	-5%	29%	?	-7%	-17%	1	i	-5%
23	CC(=O)Nc1cccc(S(C)(=O)=O)c1	0%	2%	0%	94%[activator]	1%	-13%	18	-3%	-4%
24	CC(C)CN(C(=O)CCC(=O)OCC(=O)NCCc1ccccc1)c1c(N)n(CC(C)C)c(=O)[nH]c1=O	-13%	0%	1%	76%[activator]	15%	-8%	-16	i	-3%
25	O=C(CSc1nc2ccc(S(=O)(=O)N3CCOCC3)cc2[nH]1)N1CCOCC1	-6%	-1%	4%	-13%	-1%	10%	-3	-10%	-10%
26	COc1ccccc1N(CC(O)COc1ccccc1)S(=O)(=O)c1ccccc1 (stereo not drawn)	2%	0%	0%	15%	-1%	-19%	/	-7%	5%
27	COC(=O)C[C@H]1c2cc(C(F)(F)F)ccc2S(=O)(=O)N1Cc1ccccc1OC	/	/	/	-1%&-18%	/	-11%	/	-1%	-4%&-26%
28	CC(=O)Nc1ccc(NC(=O)COc2cc(O)c3c(c2)OC(C)(C)CC3=O)cc1	-21%	-4%	13%	6%	6%	-9%	/	9%	-4%
29	COc1ccc(C2CC(=O)c3cc(-c4nc(-c5ccc(Cl)cc5)cs4)c(=O)[nH]c3C2)cc1OC (stereo not drawn)	-4%	-13%	-19%	11%	/	-19%	-5	12%	-12%
30	Cc1cccc(NC(=O)CN(CC2CCCO2)C(=O)c2oc3ccc(F)cc3c2C)c1C (stereo not drawn)	/	/	/	13%	-10%	-14%	-9	2%	-6%

# Whole records from above:
# `CC(C(=O)N1CCCC1)N1CCN(S(=O)(=O)c2ccc(C(C)(C)C)cc2)CC1` (stereo not drawn) across the screens: Anesthetic bind = /; BLM helicase inh = /; Pol beta inh = /; POLI inh = -10%; APEX1 inh = -1%; Pol eta inh = -5%; RXFP1 antag = -13; Tb PGK inh = -2%; Pol kappa inh = 2%
# `CCOC(=O)[C@H]1[C@H]2COc3ccc(C)cc3[C@@H]2N2C(=O)[C@@H](CO)NC(=O)[C@@]12C` across the screens: Anesthetic bind = /; BLM helicase inh = /; Pol beta inh = /; POLI inh = -27%; APEX1 inh = -4%; Pol eta inh = -6%; RXFP1 antag = /; Tb PGK inh = 3%; Pol kappa inh = -5%

# Exported with two lines to a compound: entries from further up.
# Values run as follows: Anesthetic bind | BLM helicase inh | Pol beta inh | POLI inh | APEX1 inh | Pol eta inh | RXFP1 antag | Tb PGK inh | Pol kappa inh
18	Cc1cccc(CNC(=O)Cn2ccc3cc(S(=O)(=O)N4CCC(C)CC4)ccc32)c1
    -8% | -4% | 2% | ? | / | -5% | -2 | -4% | 2%
19	CCOC(=O)N1CCC(NS(=O)(=O)c2ccc(C#N)cc2)CC1
    -4% | 1% | 2% | 20%[58.9 µM] | -3% | -13% | 1 | 1% | -18%
20	CC(C)(C)c1ccccc1OCCN1CCCC1
    -11% | 4% | 38% | 44%[activator] | 1% | -13% | 4 | -8% | 2%

# The results go on.
No.	SMILES	Anesthetic bind	BLM helicase inh	Pol beta inh	POLI inh	APEX1 inh	Pol eta inh	RXFP1 antag	Tb PGK inh	Pol kappa inh
31	CCOC(=O)C1(Cc2cccc(F)c2)CCN(Cc2cn(CC)nc2C)CC1	-3%	1%	-1%	30%[activator]	-3%	-1%	-7	1%	-7%
32	Cc1cccc(NC(=O)C23CCC(C)(C(=O)O2)C3(C)C)c1 (stereo not drawn)	-16%	0%	1%	3%	-2%	-4%	-4	-2%	-2%
33	COCCNC(=O)c1cnn(-c2ccc(C)cc2C)c1C1CCN(C(=O)OC(C)(C)C)CC1	-11%	4%	1%	37%[activator]	/	-25%	-18	-3%	1%
34	COc1ccc(C(=O)NCC(=O)OCc2c(Cl)cccc2Cl)cc1OC	/	/	/	-9%	0%	-13%	-5	-2%	-8%
35	CC(=O)NS(=O)(=O)c1ccc(NC(=O)c2cc(-c3cccs3)nc3ccccc23)cc1	9%	6%	0%	-2%	-2%	-15%	18	-1%	-12%
36	COc1ccc(/C(O)=C2/C(=O)C(=O)N(CCN(C)C)C2c2ccccn2)cc1OC (stereo not drawn)	-13%	0%	31%	11%	15%	7%	2	1%	4%
37	CCOc1ccc(CNC(=O)CCCc2cn(C)c3ccccc23)cc1	2%	-6%	5%	89%[activator]	-28%	-19%	-15	i	1%
38	CCOC(=O)c1c(NC(=O)c2nn(CC)cc2Br)sc2c1CCCCC2	1%	-10%	-2%	19%	?	-9%	-5	-3%	-10%
39	CSc1ccc(/C=C/C(=O)OCC(=O)NCC2CCCO2)cc1 (stereo not drawn)	/	/	/	32%	-12%	-16%	2	-10%	-3%
40	CCCCn1c(C2CC(=O)N(c3ccc(OCC)cc3)C2)nc2ccccc21 (stereo not drawn)	7%	-4%	1%	32%	/	-15%	-19	-10%	16%
41	CCOC(=O)N1CCN(C(=O)c2cc(COc3ccc(Cl)cc3OC)on2)CC1	-17%	-1%	?	-25%	-10%	-9%	-9	-1%	-14%
42	Cc1cccc(C(=O)n2nc(C)c(S(=O)(=O)N3CCOCC3)c2C)c1	-1%	-3%	0%	?	/	-7%	/	-5%	-13%[60.1 µM]
43	COc1ccc(NC2c3ncccc3C(=O)N2Cc2cccs2)cc1 (stereo not drawn)	-13%	-1%	0%	?	-4%	7%	18	-4%	-11%
44	COc1ccc(NC(=O)CCS(=O)(=O)c2ccc3c(c2)CCN3C(C)=O)cc1	-5%	1%	48%	35%[activator]	0%	-13%	1	i	-5%
45	NC(=O)c1cc(Br)cc(C2CCCCC2)c1O	?	-13%	-20%	14%	-1%	-11%	-1	-2%	-1%
46	O=C(CCc1nc2ccccc2s1)OCc1ccccc1	-11%	-9%	66%	14%	2%	-26%	-14	0%	-7%
47	Cc1ccc(C)c(N(C)C(=O)C2CCN(S(=O)(=O)c3cccc4nsnc34)CC2)c1	?	-3%	0%	-21%	/	-11%	/	-4%	-2%
48	COCCN(CC(=O)NCc1ccc(OC)cc1)C(=O)CCC(=O)Nc1nccs1	-9%	-2%	3%	6%	-1%	-7%	4	-5%	-7%
49	Cc1cccc(NC(=O)Cn2c(=O)n(CCC(=O)NC3CCCC3)c(=O)c3ccccc32)c1	-7%	-1%	-25%	18%	-1%	-7%	-3	6%	-4%
